From PubChem BioAssay
PrPC TRFRET = inhibitors of human cell surface prion protein PrPC; P04156; TR-FRET read-out; inhibition, % at 13.8 µM; hit rate 0.43% among 370,000; AID 720596; in the data active = inhibition above about 24%; also: 0% = median of the test wells and 100% = reference compound wells
Anthrax LF prot = blocks Bacillus anthracis lethal factor protease; P15917; multiplex microsphere protease cleavage assay, LF; inhibition, % at 10 µM; hit rate 0.12% among 360,000; AID 588501; also: plate controls were buffer without enzyme for full effect and enzyme alone for no effect
Vc quorum ag = quorum light induction in luxS cqsA deficient V. cholerae; V. cholerae BH1578 lux reporter, luminescence, 6 h; activation, % at 18.7 µM; hit rate 0.16% among 350,000; AID 588436; in the data active = activation mostly above about 9.7%, no sharp cut-off; inconclusive = no clear call, values can overlap the other calls; inactive = mostly below about 3.7%; also: not every result past the cut was called active; inactives centre near 0; reference of the scale not given here
TcdB inh = TcdB glycohydrolase inhibition; P18177; TcdB glycohydrolase enzymatic assay, plate reader; inhibition, % at 9.99 µM; hit rate 0.24% among 350,000; in the data active = inhibition above about 10%
Target sequence (P18177 whole entry, looked up): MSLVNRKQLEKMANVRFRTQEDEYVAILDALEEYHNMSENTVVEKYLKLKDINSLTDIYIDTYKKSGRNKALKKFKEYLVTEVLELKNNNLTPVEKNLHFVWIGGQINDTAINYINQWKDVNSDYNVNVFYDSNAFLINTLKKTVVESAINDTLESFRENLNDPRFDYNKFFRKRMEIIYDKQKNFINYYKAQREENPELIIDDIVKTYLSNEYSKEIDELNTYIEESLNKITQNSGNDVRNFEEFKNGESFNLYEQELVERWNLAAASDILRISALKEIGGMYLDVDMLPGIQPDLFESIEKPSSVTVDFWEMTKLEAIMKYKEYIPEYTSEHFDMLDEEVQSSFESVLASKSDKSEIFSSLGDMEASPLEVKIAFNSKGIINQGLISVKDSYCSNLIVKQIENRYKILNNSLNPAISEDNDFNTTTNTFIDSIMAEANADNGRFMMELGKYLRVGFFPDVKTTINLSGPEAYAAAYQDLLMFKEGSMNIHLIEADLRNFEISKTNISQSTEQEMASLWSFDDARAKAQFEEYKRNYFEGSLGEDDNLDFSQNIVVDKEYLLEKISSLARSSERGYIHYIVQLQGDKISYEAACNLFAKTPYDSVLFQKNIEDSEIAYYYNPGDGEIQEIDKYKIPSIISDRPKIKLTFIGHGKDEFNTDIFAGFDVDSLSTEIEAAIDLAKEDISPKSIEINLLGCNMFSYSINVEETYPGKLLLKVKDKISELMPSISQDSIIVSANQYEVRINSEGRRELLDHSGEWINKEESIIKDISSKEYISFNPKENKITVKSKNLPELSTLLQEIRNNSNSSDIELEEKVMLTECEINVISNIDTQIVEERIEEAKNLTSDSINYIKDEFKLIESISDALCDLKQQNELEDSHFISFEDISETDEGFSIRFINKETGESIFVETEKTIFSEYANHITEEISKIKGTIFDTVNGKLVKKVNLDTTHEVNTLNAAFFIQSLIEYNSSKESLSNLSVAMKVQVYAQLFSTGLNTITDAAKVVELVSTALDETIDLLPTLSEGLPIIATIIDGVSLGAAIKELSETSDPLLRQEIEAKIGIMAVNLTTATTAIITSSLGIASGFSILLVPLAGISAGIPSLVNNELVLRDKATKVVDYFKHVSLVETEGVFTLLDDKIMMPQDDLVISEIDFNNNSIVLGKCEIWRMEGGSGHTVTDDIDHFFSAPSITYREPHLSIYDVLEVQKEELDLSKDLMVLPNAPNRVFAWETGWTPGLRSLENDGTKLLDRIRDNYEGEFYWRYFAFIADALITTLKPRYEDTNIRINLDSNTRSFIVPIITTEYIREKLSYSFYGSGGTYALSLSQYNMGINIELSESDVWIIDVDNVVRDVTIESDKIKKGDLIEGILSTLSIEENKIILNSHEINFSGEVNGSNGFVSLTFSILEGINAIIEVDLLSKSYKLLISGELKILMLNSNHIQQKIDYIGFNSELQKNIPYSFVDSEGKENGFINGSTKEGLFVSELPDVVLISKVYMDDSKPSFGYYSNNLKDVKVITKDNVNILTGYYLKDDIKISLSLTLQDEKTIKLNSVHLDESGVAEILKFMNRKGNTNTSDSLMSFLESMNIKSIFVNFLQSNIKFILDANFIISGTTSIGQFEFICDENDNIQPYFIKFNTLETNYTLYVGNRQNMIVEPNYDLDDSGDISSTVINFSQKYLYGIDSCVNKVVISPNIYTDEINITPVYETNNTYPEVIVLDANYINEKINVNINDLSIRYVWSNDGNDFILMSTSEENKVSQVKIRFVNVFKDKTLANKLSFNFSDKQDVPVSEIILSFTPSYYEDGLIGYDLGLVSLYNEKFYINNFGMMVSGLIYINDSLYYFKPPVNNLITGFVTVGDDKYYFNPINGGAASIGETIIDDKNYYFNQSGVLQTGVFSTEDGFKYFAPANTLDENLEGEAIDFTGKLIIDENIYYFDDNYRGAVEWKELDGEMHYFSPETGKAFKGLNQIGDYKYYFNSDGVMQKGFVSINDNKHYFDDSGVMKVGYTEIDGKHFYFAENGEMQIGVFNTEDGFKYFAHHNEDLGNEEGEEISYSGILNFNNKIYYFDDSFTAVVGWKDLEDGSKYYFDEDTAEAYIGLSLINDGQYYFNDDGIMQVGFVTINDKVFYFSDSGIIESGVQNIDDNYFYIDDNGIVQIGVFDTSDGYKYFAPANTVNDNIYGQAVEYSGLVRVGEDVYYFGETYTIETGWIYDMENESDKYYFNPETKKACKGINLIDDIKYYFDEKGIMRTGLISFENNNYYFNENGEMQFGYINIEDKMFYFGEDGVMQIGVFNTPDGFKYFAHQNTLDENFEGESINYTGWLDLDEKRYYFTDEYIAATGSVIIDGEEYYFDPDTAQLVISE
SARS 3CLpro inh = SARS-CoV 3CLpro protease inhibition; recombinant SARS-CoV 3CLpro, quenched FRET peptide cleavage; inhibition, % at 6 µM; hit rate 0.14% among 290,000; AID 1706; in the data active = inhibition above about 12%
PriA SSB inh = inhibitors of Klebsiella pneumoniae PriA binding to SSB C-terminal tail; AlphaScreen SSBct-PriA binding, biotinylated peptide; inhibition, % at 33 µM; hit rate 0.6% among 430,000; in the data active = inhibition mostly above about 37%, no sharp cut-off; inactive = mostly below about 20%;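 also: plate controls were negative control peptide for no effect and reference peptide for full effect; strong numbers were not always called active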
PfHsp40 yeast = rescue of PfHsp40-mediated yeast toxicity; growth rescue, % at 12.5 µM; AID 504582; hit rate 0.68% among 340,000; S. cerevisiae expressing PfHsp40, growth rescue, ATP luminescence; in the data active = growth rescue above about 28%, passing the limit was not always enough; inconclusive = no clear call, values can overlap the other calls;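 also: yeast W303a lacking pdr1 and pdr3 grown in galactose medium; growth measured after three days at 30 °C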
Yp Topo-I inh = blocks Yersinia pestis topoisomerase I activity; activity, % at 10 µM; hit rate 0.064% among 360,000; Y. pestis Topo-I cleavage product accumulation, plate reader; in the data active = activity above about 50%, passing the limit was not always enough; inconclusive = no clear call, values can overlap the other calls; also: inactives centre near 2
BoNT A protease = BoNT A light chain protease inhibition. multiplex microsphere protease substrate cleavage, flow cytometry. inhibition, % at 10 µM. hit rate 0.17% among 360,000. AID 588499; also: plate controls were buffer without enzyme for full effect and enzyme alone for no effect
* marks the source's active call; other numbers are inactive results; i = inactive; u = inconclusive; x = no result given; & = joins results of further samples. Rule as the data show it, unless noted: active = inhibition above about 30%; inconclusive = no clear call, values can overlap the other calls; inactive = below that. This is a subset, so the mix of outcomes need not match the whole.

1: CC(C)c1ccccc1NC(=S)N1CCN(Cc2ccc3c(c2)OCO3)CC1
2: Cc1ccccc1NCN1C(=O)C2C3C=CC(C3)C2C1=O (stereo unspecified)
3: CC(C)c1ccc(NC2CCCN(C(=O)c3ccc4nccnc4c3)C2)cc1 (stereo unspecified)
4: O=C(NCc1ccc(N2CCCC2=O)cc1)c1cccc(Cl)c1
5: Cc1ccc2c(NCc3ccco3)nc(NC(C)C)nc2c1
6: O=C(NCc1cccs1)c1cc(-c2ccccc2)nn1CC1CC(c2cccnc2)=NO1 (stereo unspecified)

screen / no.,1,2,3,4,5,6
SARS 3CLpro inh,1,1,-2,6,x,x
BoNT A protease,-0.7,0.5,3.1,-0.2,-1.0,-0.4
Vc quorum ag,-0.4,-2.1,i,-0.4,x,i
TcdB inh,0.8,x,1.6,-0.3,1.8,x
PrPC TRFRET,-11,-5,-6,0,12,1
PriA SSB inh,17,8,1,-4,x,-4
PfHsp40 yeast,-0.8,-2.3,0.7,12,x,-1.6
Yp Topo-I inh,6,-9,12,5,x,15
Anthrax LF prot,-8,3,1,-8,-6,6

7: O=C1c2ccccc2C(=O)N1CCCCn1c(=O)oc2ccccc21
8: CSc1ncc(C(=O)Nc2cccc(Cl)c2C)c(C)n1
9: O=C(O)CCC(=O)N1N=C(c2ccccc2)CC1c1ccc2c(c1)OCO2 (stereo unspecified)
10: CC(=O)Nc1ccc(S(=O)(=O)NCCC(=O)OCc2csc(CC(=O)Nc3ccccc3C)n2)cc1
11: CC(=O)Nc1nc(C)c(-c2csc(Nc3ccc(S(N)(=O)=O)cc3)n2)s1
12: CCCS(=O)(=O)N1CCN(C(=O)COc2ccccc2)CC1

screen / no.,7,8,9,10,11,12
SARS 3CLpro inh,-1,-3,4,x,-6,0
BoNT A protease,0.3,-2.1,1.8,u,-1.6,x
Vc quorum ag,x,-6.7,i,-0.7,-0.3,-0.3
TcdB inh,x,1.7,-1.1,0.2,0.1,x
PrPC TRFRET,7,4,-1,-5,-1,-2
PriA SSB inh,30,-7,-1,6,-12,0
PfHsp40 yeast,0.9,1.0,-0.8,0.4,0.4,-0.3
Yp Topo-I inh,3,-5,3,6,-29,6
Anthrax LF prot,1,-1,4,u,-1,x

13: CCOC(=O)C1=CCN(S(=O)(=O)c2ccc(C)cc2)C1c1ccc(Cl)cc1 (stereo unspecified)
14: CN1CCN(C(=O)C2=C[C@@H](c3ccc(Br)cc3)C[C@@H](OCc3ccc(CO)cc3)O2)CC1
15: COc1ccc(N(C)S(=O)(=O)c2ccc3c(c2)CCC(=O)N3)cc1
16: COc1ccc(-c2csc(NC(=O)c3ccc(OCC(=O)N4CCOCC4)c(OC)c3)n2)cc1
17: Cc1cc(C)c(C(=O)CC(=O)c2cccnc2)c(C)c1
18: Cc1cc(NC(=O)CCS(=O)(=O)c2ccc3c(c2)NC(=O)C(C)S3)ccc1Br (stereo unspecified)

screen / no.,13,14,15,16,17,18
SARS 3CLpro inh,x,1,-2,4,x,0
BoNT A protease,-0.1,0.1,-0.2,0.3,0.2,29
Vc quorum ag,x,-3.6,-0.4,-0.6,i,-0.5
TcdB inh,2.7,1.4&-1.7,0.7,-0.1,0.8,x
PrPC TRFRET,4,-1,4,13,6,x
PriA SSB inh,x,-22,0,-1,1,4
PfHsp40 yeast,x,-1.2,0.1,0.6,286*,-0.3
Yp Topo-I inh,x,13,5,21,-7,2
Anthrax LF prot,-1,-2,-3,-1,-2,-2

19: O=C(O)CN1C(=O)/C(=C\c2cccc(OCc3ccc(F)cc3)c2)SC1=S
20: CCOc1ccc2nc(NC(=O)C3CCCN(S(=O)(=O)c4cccs4)C3)sc2c1 (stereo unspecified)
21: Cc1ccc(C(CNC(=O)c2ccc(Br)o2)N2CCN(C)CC2)cc1 (stereo unspecified)
22: CCC1CCCCN1Cc1nc2c(c(=O)n(C)c(=O)n2C)n1Cc1cccc2ccccc12 (stereo unspecified)
23: CCOC(=O)C1=C(C)Nc2nc(C)nn2C1c1ccc(OC)c(OC)c1 (stereo unspecified)
24: C[C@]12CC[C@H]3[C@@H](CCC4=CC(=O)CC[C@@]43O)[C@@H]1CCC2=O

screen / no.,19,20,21,22,23,24
SARS 3CLpro inh,11,-1,x,x,-4,-4
BoNT A protease,-2.8,-0.2,0.7,-1.4,-0.5,-0.7
Vc quorum ag,-0.6,i,-1.2,-0.3,-0.2,-0.1
TcdB inh,1.0,x,-1.6,x,-0.3,0.1
PrPC TRFRET,-8,2,-4,x,4,8
PriA SSB inh,8,2,-7,-1,-7,4
PfHsp40 yeast,2.5,1.5,0.1,x,0.6,-1.1
Yp Topo-I inh,16,6,1,-1,3,-5
Anthrax LF prot,-9,-2,3,0,0,5

25: CCn1c(SCC(=O)NNC(=O)c2ccccc2)nnc1-c1ccncc1
26: CC(C)(C)OC(=O)NCCCC[C@H](NC(=O)c1nc[nH]c1C(=O)N1CCN(c2ccccc2)CC1)C(=O)OC(C)(C)C
27: Cc1ccc(NC2c3ncccc3C(=O)N2Cc2ccc(F)cc2)cc1 (stereo unspecified)
28: C=CCn1c(SCC(=O)Nc2ccc(Br)cc2)nc(O)cc1=O
29: COc1ccccc1CCc1nnc(CCC(=O)NCCOc2cccnc2)o1
30: COC(=O)CSc1nc(Cc2ccccc2)nc2ccccc12

screen / no.,25,26,27,28,29,30
SARS 3CLpro inh,-4,x,7,x,5,5
BoNT A protease,u,0.4,-1.5,0.1,0.6,-0.8
Vc quorum ag,-1.3,i,i,-0.3,i,-0.3
TcdB inh,-2.8,1.4,1.7,-1.5,0.8,0.7
PrPC TRFRET,-3,0,5,0,2,68*
PriA SSB inh,5,-26,-2,x,-10,-25
PfHsp40 yeast,0.2,-1.0,0.3,x,-0.7,2.4
Yp Topo-I inh,-1,8,-6,-4,-3,1
Anthrax LF prot,-3,-1,-6,-4,-2,-2

31: O=C(NCc1ccco1)c1c(O)c2cccc3c2n(c1=O)CCC3
32: Cc1coc2c(C)c3oc(=O)c(CC(=O)N[C@@H](CC(C)C)C(=O)O)c(C)c3cc12
33: Cc1csc(NC(=O)CSc2ccc(-c3ccccc3)nn2)n1
34: CCCNC(=O)[C@H](Cc1c[nH]c2ccccc12)NC(=O)c1ccccc1Cl
35: CCOC(=O)N1CCN(C(=O)c2ccc3c(c2)sc2nc(-c4ccc(OC)cc4)cn23)CC1
36: O=C(c1cccc(S(=O)(=O)N2CCCCC2)c1)N1CCOCC1

screen / no.,31,32,33,34,35,36
SARS 3CLpro inh,1,8,1,2,-6,-1
BoNT A protease,-0.6,-2.1,-0.8,-1.7,0.1,-0.4
Vc quorum ag,-0.1,1.9,-0.2,-0.2,x,1.8
TcdB inh,x,-1.1,x,x,1.2,x
PrPC TRFRET,5,8,x,4,-1,-1
PriA SSB inh,-17,-5,-1,-5,8,-20
PfHsp40 yeast,2.4,-2.1,0.5,-1.9,0.7,0.3
Yp Topo-I inh,4,9,8,-6,4,-6
Anthrax LF prot,-9,2,-3,-1,-3,-2

The list goes on; it opens with the 4 that closed the last part.
33: Cc1csc(NC(=O)CSc2ccc(-c3ccccc3)nn2)n1
34: CCCNC(=O)[C@H](Cc1c[nH]c2ccccc12)NC(=O)c1ccccc1Cl
35: CCOC(=O)N1CCN(C(=O)c2ccc3c(c2)sc2nc(-c4ccc(OC)cc4)cn23)CC1
36: O=C(c1cccc(S(=O)(=O)N2CCCCC2)c1)N1CCOCC1
37: COc1ccccc1CNC(=O)C1CCC1
38: Clc1ccccc1COc1ccccc1-c1nnco1
39: COCCn1nnnc1C(CC(C)C)N1CCN(c2nc3ccccc3s2)CC1 (stereo unspecified)
40: CCCNC(=S)N1CCCC(c2nc3ccccc3[nH]2)C1 (stereo unspecified)
41: COc1cccc(OC)c1C(=O)NCC12CC3CC(C1)CC(CNC(=O)c1c(OC)cccc1OC)(C3)C2
42: Cc1cccc(NC(=O)CCCSc2nc3ccccc3[nH]2)c1

screen / no.,33,34,35,36,37,38,39,40,41,42
SARS 3CLpro inh,1,2,-6,-1,-4,1,2,0,-1,3
BoNT A protease,-0.8,-1.7,0.1,-0.4,0.3,-0.9,-0.1,-0.1,-1.0,-1.0
Vc quorum ag,-0.2,-0.2,x,1.8,-0.2,i,1.8,i,-0.3,i
TcdB inh,x,x,1.2,x,2.2,x,0.4,1.4,1.0,3.1
PrPC TRFRET,x,4,-1,-1,-2,3,2,-1,7,13
PriA SSB inh,-1,-5,8,-20,-14,-6,-12,10,-30,-1
PfHsp40 yeast,0.5,-1.9,0.7,0.3,-0.6,1.0,1.8,0.0,-0.7,-0.5
Yp Topo-I inh,8,-6,4,-6,-7,11,2,-1,1,-9
Anthrax LF prot,-3,-1,-3,-2,-1,-2,-9,3,16,1

Exported with two lines to a compound: part of the list above
Screens in order: SARS 3CLpro inh	BoNT A protease	Vc quorum ag	TcdB inh	PrPC TRFRET	PriA SSB inh	PfHsp40 yeast	Yp Topo-I inh	Anthrax LF prot
#38 Clc1ccccc1COc1ccccc1-c1nnco1
    1	-0.9	i	x	3	-6	1.0	11	-2
#37 COc1ccccc1CNC(=O)C1CCC1
    -4	0.3	-0.2	2.2	-2	-14	-0.6	-7	-1

New compounds follow:
43: CCOC(=O)c1c(/N=C/c2c(O)n(-c3ccccc3F)c(=S)[nH]c2=O)sc2c1CCCC2
44: CS(=O)(=O)c1ccc(C(=O)Nc2cccc(-c3nc4ccccc4[nH]3)c2)cc1
45: CCc1ccccc1OCC(=O)NC1CCCC1
46: Cc1[nH]c(C)c2c(=O)n(Cc3ccc(Cl)cc3)ncc12
47: CCOc1ccc(-c2nc(S(=O)(=O)c3ccccc3)c(N3CCOCC3)o2)cc1
48: CCc1nnc(NC(=O)Cc2ccc(Br)cc2)s1

screen / no.,43,44,45,46,47,48
SARS 3CLpro inh,1,-3,-8,1,4,2
BoNT A protease,57*,-1.6,1.2,u,0.1,-0.2
Vc quorum ag,5.3,i,1.4,0.6,-0.2,-0.2
TcdB inh,x,-2.2,x,2.7,-1.9,0.4
PrPC TRFRET,1,3,-1,13,-1,-1
PriA SSB inh,x,-5&20,-10,0,0,-12
PfHsp40 yeast,2.3,1.2,-2.2,-0.4,-0.3,0.9
Yp Topo-I inh,14,-10,3,7,-4,1
Anthrax LF prot,56*,-2,0,-17,2,2

49: Cc1ccc(CNC(=O)C(=O)NCC2OCCN2S(=O)(=O)c2cccs2)cc1 (stereo unspecified)
50: CC1(C)C2CCC1(CS(=O)(=O)NCCc1c[nH]c3ccccc13)C(=O)C2 (stereo unspecified)
51: CN1CCN(CCCNC(=O)c2cc3c(=O)n(C)c4ccccc4c3s2)CC1
52: CCN(CC(=O)Nc1ccc2c(c1)OCCO2)C(=O)C(C)Oc1ccc(F)cc1 (stereo unspecified)
53: CCN(CC)C(=O)C1=C(C)N(CCCN2CCCC2=O)C(=O)C(CC(=O)NCCCCc2ccccc2)C1 (stereo unspecified)
54: CCOc1ccc(C2NC(=O)c3ccccc3O2)cc1OCC (stereo unspecified)

screen / no.,49,50,51,52,53,54
SARS 3CLpro inh,3,2,0,x,x,-1
BoNT A protease,-0.9,3.2,-0.6,-2.0,-0.1,x
Vc quorum ag,-0.4,-4.8,-1.5,-0.9,i,0.0
TcdB inh,1.3,0.9,2.9,-1.1,-1.6,1.5
PrPC TRFRET,2,-3,-14,5,12,-6
PriA SSB inh,-1,7,-2,-9,x,-3
PfHsp40 yeast,-0.8,0.0,-1.0,1.2,x,-0.6
Yp Topo-I inh,10,14,-12,0,6,-2
Anthrax LF prot,1,-8,0,1,-2,x
